# From PubChem BioAssay
# Hsp90 Hop PPI: changes Hsp90-Hop TPR2A binding signal, up or down; AlphaScreen TPR2A-His6 binding biotin-Hsp90 C-terminal peptide; Potency, µM (highest dose often 57 µM), for inactives: top-dose activity change, negative = inhibition; 0.44% of 71,000 active; AID 595; active = well fitted curve in either direction with a large enough effect; inconclusive = small, poorly fitted or top-dose-only effect, or another doubt; also: potency is read from the fitted curve at half-maximal effect; % is scaled to controls: 0 for no effect and ±100 for the full control effect; many of its hits are not listed in these tables
# FLuc inh: firefly luciferase inhibition; purified firefly luciferase, luminescence, 8 min; Potency, µM (titrated, usually from 57.1 µM), for inactives: at the top dose activity change, negative = inhibition, actives largely listed as inhibitors; P08659; 2.2% of 72,000 active; also: potency is read from the fitted curve at half-maximal effect; % is scaled to controls: 0 for no effect and ±100 for the full control effect; nearly all actives have a fitted effect of over 40% in size
# Target sequence (P08659 whole entry, looked up): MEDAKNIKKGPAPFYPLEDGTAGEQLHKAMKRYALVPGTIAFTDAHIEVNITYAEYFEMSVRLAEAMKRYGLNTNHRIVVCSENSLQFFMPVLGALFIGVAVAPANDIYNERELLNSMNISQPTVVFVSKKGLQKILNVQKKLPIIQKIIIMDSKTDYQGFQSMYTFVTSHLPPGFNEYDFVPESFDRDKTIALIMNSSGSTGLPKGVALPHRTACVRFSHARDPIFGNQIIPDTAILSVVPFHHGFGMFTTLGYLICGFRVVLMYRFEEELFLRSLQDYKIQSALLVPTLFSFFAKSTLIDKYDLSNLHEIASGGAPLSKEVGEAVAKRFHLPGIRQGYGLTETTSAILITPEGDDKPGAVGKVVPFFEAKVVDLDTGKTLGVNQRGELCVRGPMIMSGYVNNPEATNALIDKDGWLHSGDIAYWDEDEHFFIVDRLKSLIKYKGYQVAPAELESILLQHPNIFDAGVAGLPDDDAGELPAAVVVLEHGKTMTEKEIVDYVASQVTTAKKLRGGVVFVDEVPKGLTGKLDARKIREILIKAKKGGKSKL
#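 Titration-based qHTS; buffer 50 mM imidazole pH 7.2, 50 mM KCl, 7 mM MgCl2, 10 uM ATP, 0.01% Tween 20, 0.05% BSA; luciferase/luciferin detector mix added after compound; 8 min, ambient; luminescence.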
# HBB splice mod: alters splicing of the hemoglobin beta chain; HBB splicing reporter cell assay, activation; EGFP reporter with mutant IVS2-654 intron; response scale: normalised to 500 nM splice-correcting PNA; Potency, µM (top dose mostly 46.1 µM), inactives show at the highest dose activation, most hits filed as activators; 0.06% of 65,000 active; AID 925; also: potency is read from the fitted curve at half-maximal effect; 0% is about no effect
#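 HeLa cells stably expressing EGFP interrupted by mutant beta-globin intron 2 (IVS2-654), 500/well in 2% FCS. Treated with compound for 2 days at 37C. Splicing correction scored as total well GFP intensity (488 nm excitation, 500-520 nm emission); 500 nM antisense PNA served as control.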
# 15-hLO inh: inhibitors of human 15-lipoxygenase (ALOX15) | AID 887 | 1.4% of 74,000 active | Potency, µM (series often up to 57.1 µM), for the others: at the top dose activity change, negative = inhibition, usual class: inhibitors | purified 15hLO-1, xylenol orange hydroperoxide absorbance | P16050; also: potency is read from the fitted curve at half-maximal effect; % is scaled to controls: 0 for no effect and ±100 for the full control effect; nearly all actives have a fitted effect of over 55% in size
#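 Compounds were preincubated 15 min at room temperature with 40 nM purified human enzyme (25 mM Hepes pH 7.5, 0.01% Triton X-100); 50 uM arachidonic acid reacted 6 min. Fe-xylenol orange detection, 30 min, absorbance ratio 573/405 nm.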
# Ub-GFP proteasome: proteasome inhibitors stabilizing ubiquitin-GFP reporter | Ubiquitin-GFP reporter cells, proteasome inhibition, GFP fluorescence; response scale: untreated = 0%, 10 µM MG-132 = 100% | Potency, µM (series often up to 45.9 µM), for inactives: at the top dose activation (GFP accumulation), hits mostly activators | 67,000 tested, under 10 active | AID 526; active = well fitted activation curve with a large enough effect, not every such curve was filed as active; inconclusive = small, poorly fitted or top-dose-only effect, or another doubt; inactive = no such curve, though single readings can be large or run the other way; also: potency is read from the fitted curve at half-maximal effect
#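 Reporter cells (U2OS, ubiquitin-G76V-GFP fusion) are plated overnight, then treated 4 hr at 37 °C with compound titrations from 46 uM down to 2.9 nM. Activity is scaled against untreated cells and 10 uM MG-132.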
# Pol III holo inh: DNA polymerase III holoenzyme inhibition; 0.25% of 71,000 active; Potency, µM (titrated, usually from 57.1 µM), for inactives: at the top dose activity change, negative = inhibition; AID 603; reconstituted DNA polymerase III holoenzyme replication, biochemical; also: potency is read from the fitted curve at half-maximal effect; % is scaled to controls: 0 for no effect and ±100 for the full control effect
#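 Reconstituted *E. coli* holoenzyme (0.35 nM Pol III, 1 nM beta, 154 nM SSB, 2 nM primase) was preincubated with compound for 15 min at RT. Synthesis on 1.4 nM ssM13Gori ran 35 min, then was stopped with PicoGreen/EDTA and read as dsDNA fluorescence.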
# Tau fil binding: binds recombinant human tau filaments | P10636 | recombinant tau filaments, thioflavin S fluorescence, 15 h; filaments grown with octadecylsulfate alongside compound | Potency, µM (top dose mostly 57.1 µM), without a hit: at the top dose activity change, negative = inhibition | 2% of 71,000 active;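 also: potency is read from the fitted curve at half-maximal effect; % is scaled to controls: 0 for no effect and ±100 for the full control effect; actives lower thioflavin S fluorescence by blocking filaments or displacing dye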
#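 Recombinant tau protein (human, 1 uM final) plus 30 uM ODS in HEPES pH 7.4 with NaCl, DTT and thioflavine S. Compound present from the start; fluorescence at 510 nm after 15 h, 37 C.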
# Epigenetic mod: epigenetic modulators derepressing GFP locus in mouse cells | mouse C127i GFP locus derepression, cytometry, 30 h | AID 597 | 0.09% of 68,000 active | Potency, µM (doses to about 46.1 µM), for the others: at the highest dose GFP derepression (activation); also: % of control where 0% means no effect
#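 Derepression screen: silenced CMV-GFP reporter in murine C127i cells, 30 h compound incubation at 37 C, washed cells imaged by laser-scanning cytometer to enumerate GFP-expressing objects of 20 to 120 um.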
# CRE-bla Fsk: modulators of forskolin-stimulated CRE signaling in CHO cells | Potency, µM (series often up to 38.2 µM), without a hit: top-dose activity change, negative = inhibition, actives largely listed as activators | 2.5% of 71,000 active | CHO CRE-bla reporter (cAMP response element driving beta-lactamase), forskolin EC10, beta-lactamase ratio; active = well fitted activation curve with a large enough effect in the signal ratio, with a control signal flat, not every such curve was filed as active; inconclusive = small, poorly fitted or top-dose-only effect, or effect the other way, or a change in a side signal; the % refers to the signal ratio; also: potency is read from the fitted curve at half-maximal effect; % of control where 0% means no effect
#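 Reporter-gene assay: CHO cells with beta-lactamase behind cAMP responsive elements, co-treated with compound and EC10 NKH 477 for 3 hours at 37 degrees Celsius. Activity came from the 460/530 nm CCF4 emission ratio.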
# HADH2 inhib: blocks human hydroxyacyl-CoA dehydrogenase type II. 3.4% of 73,000 active. Potency, µM (top dose mostly 57.1 µM), for the others: at the top dose activity change, negative = inhibition, usual class: inhibitors. Q99714. AID 886. recombinant HADH2, NADH fluorescence, beta-hydroxybutyryl-CoA; also: potency is read from the fitted curve at half-maximal effect; % is scaled to controls: 0 for no effect and ±100 for the full control effect; nearly all actives have a fitted effect of over 60% in size; many of its hits are not listed in these tables
# Target sequence (Q99714 whole entry, looked up, one chain of several): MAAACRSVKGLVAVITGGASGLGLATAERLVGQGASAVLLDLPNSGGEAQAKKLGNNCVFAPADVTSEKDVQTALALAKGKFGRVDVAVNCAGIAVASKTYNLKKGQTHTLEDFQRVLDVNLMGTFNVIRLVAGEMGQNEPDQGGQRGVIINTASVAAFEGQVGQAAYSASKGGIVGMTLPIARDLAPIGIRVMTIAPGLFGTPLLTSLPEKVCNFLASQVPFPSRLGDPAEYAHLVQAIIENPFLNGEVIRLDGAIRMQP
#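 Buffer 100 mM Tris-HCl pH 9.0/0.01% Tween-20; HADH2 20 nM; NAD+ 1 mM; beta-hydroxybutyryl-CoA 90 uM (all final). 15 min cpd preincubation, RT.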
# ERK AVP inh: vasopressin-driven ERK pathway inhibition; Potency, µM (titrated, usually from 57.5 µM), for the others: at the highest dose activity, negative = inhibition, actives largely listed as inhibitors; HEK293-V1b, vasopressin-stimulated pERK AlphaScreen; 0.99% of 72,000 active; also: potency is read from the fitted curve at half-maximal effect; % is scaled to controls: 0 for no effect and ±100 for the full control effect; nearly all actives have a fitted effect of over 55% in size
#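 HEK293 cells stably expressing V1b receptor, preincubated 30 min at 37 °C with compound, then stimulated 5 min with 25 nM vasopressin. Phospho-ERK by AlphaScreen SureFire after 5 h RT; normalized to DMSO and vasopressin; AC50 by Hill fit.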
# An asterisk follows results filed as active; i = inactive; ? = inconclusive; · = no result given; [ ] = dose if it differs, or a comment. Unless noted, calls follow the shape of the dose curve; as a rule, active = well fitted curve in the direction sought with a large enough effect; inconclusive = small, poorly fitted or top-dose-only effect, or another doubt; inactive = no such curve, though single readings can be large; an effect the other way counts as inactive or inconclusive. This is a subset; count on the stated rates, not on these rows.
molecule	Pol III holo inh	CRE-bla Fsk	FLuc inh	15-hLO inh	Ub-GFP proteasome	ERK AVP inh	HBB splice mod	Epigenetic mod	HADH2 inhib	Hsp90 Hop PPI	Tau fil binding
O=S(=O)(NC1CCCC1)c1ccc(S(=O)(=O)N2CCCN(Cc3ccccc3)C2)cc1	-5%	-5%	3%	-10%	0%	27%	·	1%	8%	-2%	-28%
CCCOc1ccc(-c2nc(C#N)c(N3CCN(C)CC3)o2)cc1	1%	?	-3%	4%	2%	-6%	4.2%[0.369 µM]	2%	?	-14%	12%
COC(=O)CSc1nnc(CNC(=O)c2cccs2)n1-c1cccc(C)c1	1%	?	0%	-7%	-12%	14%	3.7%	-1%	10%	1%	-4%
O=C1CN(C(=O)CSc2nncn2-c2ccccc2)c2ccccc2N1	3%	-1%	1%	2%	-8%	-2%	0.1%	-2%	4%	5%	-8%
O=C(Oc1ccccc1)N1CCC[C@@]2(CCN(c3ccccn3)C2)C1	-2%	-9%	0%[11.4 µM]	3%	-4%	18%	-1.7%	-3%[9.22 µM]	-10%	-8%	-2%
O=C(O)c1ccc(COc2cccc(CO)c2)cc1	-6%	-3%	2%	7%	5%	-25%	-0.7%	-1%	3%	-6%	-10%
CC#C[C@@]1(O)CC[C@@H]2[C@@H]3CCC4=CC(=O)CCC4=C3[C@@H](c3ccc(N(C)C)cc3)C[C@]21C	-2%	11%	-9%	·	7%	·	0.4%	-3%	-23%	?	32µM*
COc1ccc(OC)c(NC(=O)C2CC(=O)n3ncnc3N2)c1 (centres undefined)	-6%	-8%	1%	2%	-8%	-18%	-0.4%	-2%	3%	-10%	-6%
O=C(CCn1cnc2ccccc2c1=O)Nc1nc2c(s1)CCCC2	-1%	15%	-6%	7%	9%	0%	-0.6%	0%	4%	-2%	6%
CCOC(=O)N1CCC(N(CCOC)C(=O)Nc2ccc(Cl)cc2)CC1	-1%	-23%	-3%	-1%	5%	-4%	-1.9%[57.5 µM]	2%	7%	0%	4%
CCOc1ccc(C(=O)NCCN(C)C)cc1	-3%	-4%	3%	-3%	-3%	-6%	5.7%	1%	2%	-1%	-3%
O=C(NCCO)c1cc2ccccc2c(=O)s1	2%	-3%	1%	0%	-1%	-20%	-1.0%	-6%	-7%	3%	-5%
CN(C)c1ccc(C(C(=O)NC(C)(C)C)N(C(=O)c2csnn2)C2CC2)cc1 (centres undefined)	-3%	-2%	-1%	-14%	-1%	-2%	-0.5%[57.5 µM]	-2%	19%	-5%	-7%
CC(C)OC(=O)CN1C(=O)c2ccccc2C1=O	-1%	-3%	1%	5%	-9%	0%	-0.3%	2%	1%	-2%	17%
C/C=C/c1ccc(OCCCn2cncn2)c(OC)c1	-5%	5%	-6%	-3%	4%	-10%	0.5%	0%	2%	-1%	-4%
CCNC(=O)NC(=O)C(C)Oc1ccc(C(=O)OC)cc1 (centres undefined)	0%	?	1%	11%	-4%	0%	-1.1%	-3%	-8%	0%	13%
Cc1cc(NC(=O)Nc2cccc(C(F)(F)F)c2)no1	-11%	9%	-1%	-6%	?	?	1.4%	-3%	-6%	1%	-12%
COC(=O)C1=C(C)NC(C)=C(C(=O)OC)C1C(=O)OCCN1C(=O)c2ccccc2C1=O	5%	?	3%	8%	0%	8%	-1.4%	1%	-1%	-2%	3%
CC1=C(C(=O)OC2CCCC2)C(c2ccc(C)o2)C2=C(CC(c3cccs3)CC2=O)N1 (centres undefined)	1%	-4%	-2%	-19%	8%	-25%	-0.8%	0%	?	7%	70%
COC(=O)c1cc(OC)c(OC)cc1NC(=O)c1c(-c2ccccc2)noc1C	-4%	?	1%	-9%	15%	-12%	-0.7%	3%	?	-2%	5%
COCCOC(=O)C1=C(C)N(Cc2ccccc2)C(=O)NC1c1cccc(OC)c1OC (centres undefined)	0%	7%	0%	6%	0%	-13%	-0.4%	-2%	9%	-7%	-12%
CN1C(=O)c2ccccc2C(C(=O)O)C1c1cn(C)c2ccccc12 (centres undefined)	-2%	?	1%	0%	-2%	9%	-0.6%	0%	3%	1%	0%
COc1ccc(-n2c(=O)c(-c3cccs3)nc3cnc(Nc4cccc(OC)c4)nc32)cc1	-1%	?	0%[11.4 µM]	-10%	?	-3%	10µM*	3.2µM*	1%	-4%	i
CCC(=O)Nc1cc(-c2nnc(OC)c3ccccc23)ccc1N1CCOCC1	0%	?	3%	6%	-4%	5%	-2.2%[57.5 µM]	2%	-10%	-1%	9%
CC(C)(C)NC(=O)CSc1nnc(Cc2ccc3c(c2)OCO3)n1C1CCCCC1	2%	-5%	1%	7%	6%	2%	-0.3%[57.5 µM]	-1%	10%	-2%	1%
O=C(O)CSC1=NCCN1	-3%	10%	4%	15%	3%	3%[11.5 µM]	-0.1%[57.5 µM]	-2%	7%	1%	-1%
Cc1ccc(S(=O)(=O)N2CCN(C(=O)CSc3nc4ccccc4c(=O)[nH]3)CC2)c(C)c1	-8%	?	3%	-10%	-2%	1%	-0.1%[57.5 µM]	-3%	-2%	1%	72%
COCCNC(=O)C(c1ccco1)N(C(=O)Cn1nnc2ccccc21)c1cc(C)ccc1C (centres undefined)	5%	2%	3%	-4%	0%	-12%	2.2%	-1%	-3%	-5%	-4%
CCOc1ccc(C2C(C#N)=C(N)SC(N)=C2C#N)c(OCC)c1	2%	?	0%	10µM*	18%	?	?	-3%	?	-8%	63%
CCCSc1nnc(-c2cccc(S(=O)(=O)N(C)C)c2)n1-c1cc(OC)ccc1OC	-4%	12%	2%	3%	2%	-2%	0.3%[57.5 µM]	-3%	-7%	-1%	17%
COc1ccc(-c2nc(C#N)c(NCc3ccccc3Cl)o2)cc1OC	7%	?	-2%	9%	-5%	-12%	-2.7%[0.369 µM]	0%	32µM*	-8%	i
CCN1CC2CCCC3(C1)C(=O)NC1(CCCCC1)N=C23 (centres undefined)	-2%	0%	2%	-16%	-9%	1%	1.1%	1%	-3%	-2%	-6%
O=c1c(F)cn(C2CCCO2)c(=O)n1Cc1ccccc1F (centres undefined)	-5%	12%	-4%	2%	-1%	-30%	4.2%	-3%	8%	5%	7%
CCOC(=O)CCCNC(=O)CCNC(=O)c1ccc(OC)cc1	-1%	0%	2%	7%	4%	-11%	0.5%[9.22 µM]	0%	-4%	-1%	7%
Nc1nnc(C(=O)c2ccccc2N)s1	?	?	-22%	?	16%	20%	0.3%	-3%	-13%	?	-85%
Clc1ccc2c(NCCNC3CCCCC3)ccnc2c1	-6%[11.4 µM]	-6%[7.6 µM]	2%[11.4 µM]	4%[11.4 µM]	-8%[9.17 µM]	25%[11.5 µM]	0.1%[9.22 µM]	-6%[9.22 µM]	-2%[11.4 µM]	-2%[11 µM]	1%[11.4 µM]
Cc1ccc(CCN2CC(C(=O)NCCN3CCCCCC3)CC2=O)cc1 (centres undefined)	-5%	1%	1%	?	-3%	11%	-1.6%	0%	2%	-5%	4%
O=S(=O)(Cc1ccccc1)N1CCCCCC1	1%	?	3%	13%	12%	14%	-0.1%	2%	4%	-2%	-5%
CCc1cccc(NC(=O)NC2CCCCC2)c1	2%	-7%	-5%	-1%	0%	-3%	0.8%	0%	5%	0%	-8%
Cc1cnc(CNc2ncncc2-c2c(C)noc2C)cn1	-7%	?	-5%[2.29 µM]	-7%	6%	8%	1.1%	9%[9.22 µM]	?	-2%	-1%
Cc1nc2ccccc2n1CC(=O)NCc1ccccc1	3%	?	0%	-5%	-4%	-27%	2.5%	0%	5%	-11%	-14%
O=C(COC(=O)C1=COCCO1)NCCCc1ccccc1	0%	-6%	0%	5%	7%	2%	-0.4%[57.5 µM]	0%	-8%	-2%	4%
